# Compound activity (PubChem)
# FBPA coupling cs: coupling enzyme interference in Giardia aldolase counter-screen; activity change, negative = inhibition, % at 58.2 µM, hits read low; coupling enzyme system counterscreen, AmpLite Red fluorescence; actives 0.67% (n = 290,000); in the data active means activity change below about -30%; further: on the % scale 0 is the no-effect control and ±100 the full control effect
#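 Coupling enzymes only (glyceraldehyde-3-phosphate) + compound, at 57.5 uM final, 10 min RT; add substrate/coupling/AmpLite Red mix, 20 min RT; fluorescence ex 525/em 598 nm. Actives flag coupling-system interference.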
# hERG WT inh: KCNH2 (human, wildtype) channel inhibition; Q12809; U2OS, BacMam KCNH2, thallium flux FluxOr; stronger effect = lower value; activity change, % at 1.84 µM; actives 0.37% (n = 340,000); AID 720551;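 active means maximum activity change below -70%; inconclusive means maximum activity change between -70% and -50%; inactive means maximum activity change above -50%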; further: on the % scale 0 is the no-effect control and ±100 the full control effect
#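 U2OS cells transduced with wild-type KCNH2 virus are loaded with FluxOr dye for 45 min, and thallium flux is measured in kinetic reads before and after stimulation buffer. Rate constants are normalized to DMSO controls.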
# GALK inh: galactokinase (human) inhibition; P51570; Purified GALK, Kinase-Glo residual ATP luminescence; Potency, µM (highest dose often 57.5 µM), inactives show at the top dose activity change, negative = inhibition, most hits filed as inhibitors; actives 0.007% (n = 270,000); further: potency means the concentration at half of the fitted maximal effect; on the % scale 0 is the no-effect control and ±100 the full control effect
#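 The enzyme phosphorylates galactose (100 uM) using ATP (35 uM); inhibition is detected as higher residual ATP, quantified by bioluminescence after 1 h reaction at room temperature, pH 8.0.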
# a7 integrin act: integrin-mediated muscular dystrophy alleviation activation; actives 0.064% (n = 350,000); alpha7betagal myoblasts, beta-gal FDG fluorescence, 48 h; Potency, µM (titrated, usually from 38.3 µM), inactives show top-dose activation, actives largely listed as activators;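 further: potency means the concentration at half of the fitted maximal effect; 100% = response of the positive control SU9516; nearly all actives have a fitted effect of over 60% in size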
#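 Alpha7betagal+/- myoblasts (passage 13) were plated 16-24 hr, then exposed to compounds (1:260 dilution of DMSO stock) for 48 hours at 37C. After MPER lysis, β-galactosidase reporter activity was read as FDG fluorescence (ex 480/em 540) after 30 minutes.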
# A-T KAP1 phos: potential ataxia-telangiectasia treatments restoring KAP-1 phosphorylation; […] A-T fibroblasts, KAP-1 phosphorylation AlphaLISA; neocarzinostatin DNA damage 30 min before lysis; Potency, µM (top dose mostly 57.5 µM), for inactives: top-dose activation, hits mostly activators; actives 0.19% (n = 320,000); further: potency means the concentration at half of the fitted maximal effect; % of control where 0% means no effect; nearly all actives have a fitted effect of over 45% in size
#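 ATM-like activity read as KAP-1 phosphorylation via AlphaLISA donor/acceptor antibody pairs after lysis and 6 hr at 25C. Cells were ATM-null patient fibroblasts ([…], hTERT), dosed 60 min, then exposed to the DSB inducer NCS for 30 min.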
# S-ASM inh: human S-ASM enzyme inhibition; Potency, µM (doses to about 57.5 µM), without a hit: at the highest dose activity change, negative = inhibition, hits mostly inhibitors; actives 0.006% (n = 340,000); AID 504937; placental ASM, HMU-PC fluorogenic substrate, 60 min; P17405; further: potency means the concentration at half of the fitted maximal effect
#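 Fluorogenic HMU-PC substrate (9 uM final) is turned over by placental ASM in 60 min at 37 C after a 10 min compound preincubation. Reaction ended by alkaline stop (pH 10), with fluorescence read at 386/447 nm.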
# CXXC DNA block: inhibitors of human MLL CXXC domain-DNA interaction; Q03164; MLL-CXXC / FITC-HOXA9 DNA fluorescence polarization; Potency, µM (doses to about 115 µM), without a hit: at the top dose activity change, negative = inhibition, hits mostly inhibitors; actives 0.037% (n = 290,000); AID 2662; active means well fitted inhibition curve with a large enough effect in the polarisation, with a control signal flat, not every such curve was filed as active; inconclusive means small, poorly fitted or top-dose-only effect, or effect the other way, or a change in a side signal; inactive means no such curve, though single readings can be large or run the other way; the % refers to the polarisation; further: potency means the concentration at half of the fitted maximal effect
#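 Purified MLL-CXXC (added from a 7 uM solution) was preincubated 5 min at ambient with pinned compounds in 50 mM Tris-HCl pH 7.5, 50 mM NaCl, 1 mM DTT, 0.05% BSA. Fluorescein-labeled HOX-A9 DNA (50 nM solution) followed, 30 min, then polarization read.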
# KCNH2 3.1 inh: inhibitors of human KCNH2 3.1 potassium channel isoform; U2OS KCNH2 3.1, thallium flux FluxOr; stronger effect = lower value; activity change, % (tested at about 1.8 µM); actives 0.95% (n = 340,000);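 active means maximum activity change below -70%; inconclusive means maximum activity change from -70% to -50%; inactive means maximum activity change above -50%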;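 further: thallium influx rate constant from kinetic fluorescence after stimulation buffer; on the % scale 0 is the no-effect control and ±100 the full control effect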
#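 Channel expression came from 3.1 mutant virus (1.77 x 10^8 /mL) applied to suspended U2OS cells for 4 h. Flux was tracked with FluxOr dye plus Red40 quencher, and kinetic rate constants normalized to controls.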
# MBNL1-CUG inh: MBNL1-poly(CUG) RNA binding inhibition | actives 0.036% (n = 280,000) | TR-FRET MBNL1-His/biotin-(CUG)12 binding, 665/545 ratio | Potency, µM (titrated, usually from 57.5 µM), for the others: top-dose activity change, negative = inhibition, hits mostly inhibitors | Q9NR56 | AID 2675; active means well fitted inhibition curve with a large enough effect in the signal ratio, with a control signal flat, not every such curve was filed as active; inconclusive means small, poorly fitted or top-dose-only effect, or effect the other way, or a change in a side signal; inactive means no such curve, though single readings can be large or run the other way; the % refers to the signal ratio; further: potency means the concentration at half of the fitted maximal effect; on the % scale 0 is the no-effect control and ±100 the full control effect
#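 Ratiometric TR-FRET (665 over 545 nm, excitation 340 nm) tracks disruption of MBNL1-His/biotin-(CUG)12 complex after 60 min at room temperature, with compounds at 92 nM to 58 uM final.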
# TRPV1 agonist: activates the human vanilloid receptor TRPV1. AID 540275. activation, % at 8.33 µM. TRPV1-expressing cells, Fluo-8 calcium influx, agonist mode. actives 0.19% (n = 320,000); in the data active means activation above about 80%; inconclusive means between about 30% and that limit; further: 0% is about no effect
# Target sequence (Q8NER1 whole entry, looked up): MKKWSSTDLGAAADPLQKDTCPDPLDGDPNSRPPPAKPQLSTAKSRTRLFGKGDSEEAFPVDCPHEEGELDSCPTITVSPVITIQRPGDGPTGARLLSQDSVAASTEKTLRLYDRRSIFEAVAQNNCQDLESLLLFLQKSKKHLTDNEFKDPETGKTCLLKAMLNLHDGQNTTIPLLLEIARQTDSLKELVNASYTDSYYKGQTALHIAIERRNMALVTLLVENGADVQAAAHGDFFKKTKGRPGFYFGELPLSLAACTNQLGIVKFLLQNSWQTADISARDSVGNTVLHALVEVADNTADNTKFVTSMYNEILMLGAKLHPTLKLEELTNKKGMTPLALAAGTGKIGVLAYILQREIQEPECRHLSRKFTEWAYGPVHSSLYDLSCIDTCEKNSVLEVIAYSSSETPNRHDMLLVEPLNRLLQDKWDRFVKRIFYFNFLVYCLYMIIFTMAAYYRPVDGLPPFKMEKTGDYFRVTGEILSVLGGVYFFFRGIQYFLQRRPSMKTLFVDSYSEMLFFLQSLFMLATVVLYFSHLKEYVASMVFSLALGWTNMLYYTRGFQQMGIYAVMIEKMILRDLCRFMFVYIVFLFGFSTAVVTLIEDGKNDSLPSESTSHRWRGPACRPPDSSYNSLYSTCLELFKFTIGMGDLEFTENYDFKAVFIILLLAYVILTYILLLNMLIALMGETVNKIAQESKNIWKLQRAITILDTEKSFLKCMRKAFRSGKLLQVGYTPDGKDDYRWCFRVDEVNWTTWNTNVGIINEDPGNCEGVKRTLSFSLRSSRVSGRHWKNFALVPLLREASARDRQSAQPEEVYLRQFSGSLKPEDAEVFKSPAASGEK
#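 Fluo-8 calcium influx in TRPV1-expressing cells, kinetic read (ex 480/em 520 nm). Compound added and read 3 min for agonist activity, followed by capsaicin at EC20 final and 2 min further read for enhancement.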
# The depositor's hits bear a star; ? = inconclusive; . = no result given; & = joins results of further samples; [ ] = dose if it differs, or a comment. Unless noted, the call rests on the fitted dose curve; in most records, active means well fitted curve in the direction sought with a large enough effect; inconclusive means small, poorly fitted or top-dose-only effect, or another doubt; inactive means no such curve, though single readings can be large; an effect the other way counts as inactive or inconclusive.
1: CSc1ccccc1-c1n[nH]c(=S)o1
2: CC(C)CN(C(=O)Cn1c(Cl)nc2c1c(=O)n(C)c(=O)n2C)C1CCS(=O)(=O)C1 (stereo not given)
3: Cc1ccc(NC2CCCN(C(=O)CCc3scnc3C)C2)cc1C (stereo not given)
4: COc1ccc(-n2c(O)cnc2Nc2nc(C)cc(C)n2)cc1OC
5: Cc1ccc(NC(=O)N(C)c2ccccc2)cc1
6: Cc1cc(S(=O)(=O)Nc2ccc(N(C)C)cc2)c(C)s1
7: Cc1oc2cc3oc(=O)cc(C)c3cc2c1C
8: CC1CC(C)(C)CC2(C1)NC(=O)N(CC(=O)NCc1ccccc1F)C2=O (stereo not given)
9: C/C(=N/NC(=O)c1nnn(-c2nonc2N)c1COc1ccccc1)c1ccccc1Cl
10: COc1cccc(C(=O)N2CCN(Cc3cc(Br)ccc3OC)CC2)c1
screen / no.	1	2	3	4	5	6	7	8	9	10
FBPA coupling cs	1	.	.	-1	2	-1	-1	.	-23	1
hERG WT inh	-2	4	12	-11	27	-1	2	2	6	-8
GALK inh	5%	.	-5%	0%	3%	1%	1%	.	-7%	0%
a7 integrin act	?	-11%	14%	20%	?	8%	-3%	-22%	41%	-28%
A-T KAP1 phos	-6%	-4%	-9%	8%	-2%	-2%	-7%	3%	2%	5%
S-ASM inh	0%	.	-2%	1%	3%	0%	43%[activator]	70%	-1%	1%
CXXC DNA block	0%	.	-13%	11%	-8%	3%	24%	.	12%	-7%
KCNH2 3.1 inh	-16	1	.	4	0	-8	-7	6	7	-16
MBNL1-CUG inh	?	.	2%	0%	-6%	-1%	-10%	.	4%	-22%
TRPV1 agonist	3	-4	?	-2	7	2	18	4	3	16

11: O=C(c1cccc(-c2nnc(-c3ccccc3)o2)c1)N1CCCCCC1
12: CCC(=O)N1c2ccc(S(=O)(=O)CCC(=O)NCc3cccs3)cc2CC1C (stereo not given)
13: COc1ccc(/C=N/n2cnnc2)cc1COc1ccccn1
14: CC(C)CCNC(=O)C1CCCN(S(=O)(=O)c2ccc(-n3cnnn3)cc2)C1 (stereo not given)
15: CCOc1cccnc1Sc1ccccc1
16: CC(=O)c1cccc(NC(=O)CCC(=O)c2ccc(F)cc2)c1
17: CCCC(=O)Nc1nnc(SCC(=O)Nc2ccc3c(c2)OCCO3)s1
18: CN(C)C(CNC(=O)c1ccc2ccccc2c1)c1ccco1 (stereo not given)
19: O=C(N=Nc1c(O)[nH]c2ccc(F)cc12)C1COc2ccccc2O1 (stereo not given)
20: CCc1nnc(NS(=O)(=O)c2ccc(NC(=O)OC)cc2)s1
screen / no.	11	12	13	14	15	16	17	18	19	20
FBPA coupling cs	-1	0	-2	0	.	-1	2	0	0	8
hERG WT inh	-7	-3	15	0	-1	9	2	-7	-3	5
GALK inh	-1%	0%	-4%	-1%	.	1%	6%	1%	-5%	4%
a7 integrin act	-23%	-35%	-4%	20%	-23%	-1%	-10%	6%	-4%	4%
A-T KAP1 phos	4%	17%	0%	-2%	.	-5%	4%	3%	0%	-3%
S-ASM inh	0%	4%	4%	1%	8%	1%	-1%	4%	0%	0%
CXXC DNA block	-2%	13%	1%	-10%	.	40%[activator]	12%	0%	0%	1%
KCNH2 3.1 inh	-20	-17	1	10	31	-7	0	-8	1	15
MBNL1-CUG inh	2%	-5%	3%	2%	.	30%	0%	4%	4%	-8%
TRPV1 agonist	29	19	-3	8	.	10	-1	2	2	4

# An excerpt from above in order of molecular weight, low to high:
15: CCOc1cccnc1Sc1ccccc1
13: COc1ccc(/C=N/n2cnnc2)cc1COc1ccccn1
16: CC(=O)c1cccc(NC(=O)CCC(=O)c2ccc(F)cc2)c1
20: CCc1nnc(NS(=O)(=O)c2ccc(NC(=O)OC)cc2)s1
11: O=C(c1cccc(-c2nnc(-c3ccccc3)o2)c1)N1CCCCCC1
17: CCCC(=O)Nc1nnc(SCC(=O)Nc2ccc3c(c2)OCCO3)s1
14: CC(C)CCNC(=O)C1CCCN(S(=O)(=O)c2ccc(-n3cnnn3)cc2)C1 (stereo not given)
screen / no.	15	13	16	20	11	17	14
FBPA coupling cs	.	-2	-1	8	-1	2	0
hERG WT inh	-1	15	9	5	-7	2	0
GALK inh	.	-4%	1%	4%	-1%	6%	-1%
a7 integrin act	-23%	-4%	-1%	4%	-23%	-10%	20%
A-T KAP1 phos	.	0%	-5%	-3%	4%	4%	-2%
S-ASM inh	8%	4%	1%	0%	0%	-1%	1%
CXXC DNA block	.	1%	40%[activator]	1%	-2%	12%	-10%
KCNH2 3.1 inh	31	1	-7	15	-20	0	10
MBNL1-CUG inh	.	3%	30%	-8%	2%	0%	2%
TRPV1 agonist	.	-3	10	4	29	-1	8

# Further entries follow:
21: Cc1ccc(C)n1-c1ccc2c(c1)COC2=O
22: CCOC(=O)C1=C(C)NC(SCC(N)=O)=C(C#N)C1c1ccncc1 (stereo not given)
23: COc1cc2[nH]c(=S)nc(NCCC(C)C)c2cc1OC
24: COc1ccc(CNC[C@@H](CCCCN(C)Cc2ccc(OC)cc2)N2C[C@H](c3ccccc3)N(CCc3ccc(Cl)c(Cl)c3)C(=O)C2=O)cc1
25: CC(=O)C1=C(O)CCCC1=NCc1nc2ccccc2[nH]1
26: O=C1CN(C(=O)c2cccc(F)c2)C(c2ccc(F)cc2)c2cc(F)ccc2N1 (stereo not given)
27: COC(=O)c1cc(=O)n(Cc2ccccc2)c(=NCc2ccccc2)s1
28: CC(C)c1ccc(NC(=O)CSc2nnc(-c3ccccn3)n2C)cc1
29: O=C(Nc1cccc(S(=O)(=O)NC2=NCCC2)c1)c1c(F)cccc1Cl
30: CN1CCN(c2ccc([N+](=O)[O-])cc2C(=O)Nc2ccccc2)CC1
screen / no.	21	22	23	24	25	26	27	28	29	30
FBPA coupling cs	0	-1	-1	2	3	0	0	-1	.	0
hERG WT inh	.	1&11	1	-26	0	-2	.	1	-2	-12
GALK inh	0%	-1%	14%	-1%	1%	3%	5%	-1%	.	3%
a7 integrin act	.	1%&-34%	-13%	-7%	-8%	25%	.	13%	22%	5%
A-T KAP1 phos	-8%	2%	0%	-4%	9%	0%	2%	-2%	-1%	1%
S-ASM inh	.	80%&30%[activator]	-4%	-8%	1%	-5%	.	-3%	0%	-2%
CXXC DNA block	1%	2%	13%	6%	-19%	2%	?	-5%	.	54%[activator]
KCNH2 3.1 inh	.	10&-15	10	-27	?	3	.	5	-15	-49
MBNL1-CUG inh	4%	-3%	51%[activator]	-11%	-10%	4%	-12%	-9%	.	?
TRPV1 agonist	0	-2	-1	4	0	24	0	2	-1	1

31: Cc1ccc(C(=O)O)cc1NC(=O)c1ccc2c(c1)C(=O)N(c1ccc([N+](=O)[O-])cc1)C2=O
32: CCOC(=O)c1cc2cc3ccccc3cc2[nH]1
33: CC(=O)NCCC(=O)N1CCc2c([nH]c3ccccc23)C1c1cccc(Cl)c1 (stereo not given)
34: N#CC(C(=O)NC1CCCCC1)=C1CCCCC1
35: CC1CCN(C(=O)COC(=O)c2cccc(NS(=O)(=O)c3ccccc3)c2)CC1
36: CNC(=O)NC(=S)NC(=O)c1ccccc1Cl
37: CN(Cc1ncc[nH]1)C(=O)c1cc(COc2c(F)cccc2F)on1
38: COc1cc(CNCCN2CCOCC2)ccc1OCc1c(Cl)cccc1Cl
39: O=C(NCc1ccc(F)cc1)c1cccc2c1C(=O)c1ccc(N3CCOCC3)cc1S2(=O)=O
40: CCOC(=O)C1=C(Cc2ccc(Cl)cc2)C(=O)c2ccccc2C1=O
screen / no.	31	32	33	34	35	36	37	38	39	40
FBPA coupling cs	1	-19	0	1	.	0	3	0	.	-37*
hERG WT inh	7	-2	2	-2	-1	-2	-18	.	7	4
GALK inh	1%	0%	4%	2%	.	0%	0%	0%	.	0%
a7 integrin act	22%	-31%	-12%	-8%	-20%	-16%	?	.	2%	-57%[inhibitor]
A-T KAP1 phos	-3%	?	-3%[11.5 µM]	-20%	0%	-4%	9%	-11%	-12%	26%
S-ASM inh	-9%	.	0%	0%	6%	4%	2%	.	-28%	-5%
CXXC DNA block	-4%	-8%	-17%	4%	.	0%	-5%	9%	.	6%
KCNH2 3.1 inh	1	4	25	4	10	9	-1	.	9	7
MBNL1-CUG inh	?	?	0%	-2%	.	3%	7%	-15%	.	26%
TRPV1 agonist	1	?	7	-2	-1	3	2	1	1	-3
